Screens as filed in PubChem BioAssay.
ssDAF12 agonist = S. stercoralis DAF-12 activation, primary screen; HEK293 ssDAF-12/GRIP1 lit1-tk-luc reporter, luminescence; % of 3 µM dafachronic acid response; activation, % at 6.8 µM; actives 1% (n = 370,000); AID 652126;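 active means activation above the mean over all tested compounds plus 3 SD, cut at about 0.9% in these data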;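 further: 0% = DMSO-only wells and 100% = 3 µM delta7-dafachronic acid wells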
PLCb3 inh = PLC-beta3 (human) inhibition, primary screen. inhibition, % at 12.2 µM. Q01970. Purified PLC-beta3, fluorogenic substrate, fluorescence. actives 0.18% (n = 370,000). AID 720704; in the data active means inhibition above about 11%;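 further: 0% = median of compound wells on plate and 100% = full blocker control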
DAX1 inh-1 = NR0B1 (DAX1) inhibition. P51843. HEK293 Gal4-DAX1 luciferase reporter, luminescence. inhibition, % at 6.75 µM. AID 504766. actives 0.99% (n = 340,000);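 active means inhibition above the mean over all tested compounds plus 3 SD, cut at about 4.2% in these data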;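 further: 0% = DAX1-transfected cells with DMSO and 100% = empty-vector control cells with DMSO; inhibition shows as a rise in luminescence from relieved DAX1 repression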
Target sequence (P51843 207-470 limits assumed): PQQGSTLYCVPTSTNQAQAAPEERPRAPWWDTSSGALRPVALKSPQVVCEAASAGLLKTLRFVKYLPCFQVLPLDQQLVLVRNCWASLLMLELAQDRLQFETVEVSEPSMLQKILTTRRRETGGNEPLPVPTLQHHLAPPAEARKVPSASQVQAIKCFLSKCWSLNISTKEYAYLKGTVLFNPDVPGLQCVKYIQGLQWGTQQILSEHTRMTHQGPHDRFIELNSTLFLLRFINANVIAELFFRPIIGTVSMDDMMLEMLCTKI
NR1D1 modulator = modulates human Rev-erb alpha binding to DNA. P20393. Rev-erbα–FITC-DNA binding, fluorescence polarization, 90 min. activity, % at 10 µM. actives 0.79% (n = 370,000);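 active means activity above about 14%, limit read from the data; passing the limit was not always enough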;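 further: 0% = DMSO wells with 35 nM protein and 100% = DMSO wells with 750 nM protein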
Target sequence (P20393 whole entry, looked up): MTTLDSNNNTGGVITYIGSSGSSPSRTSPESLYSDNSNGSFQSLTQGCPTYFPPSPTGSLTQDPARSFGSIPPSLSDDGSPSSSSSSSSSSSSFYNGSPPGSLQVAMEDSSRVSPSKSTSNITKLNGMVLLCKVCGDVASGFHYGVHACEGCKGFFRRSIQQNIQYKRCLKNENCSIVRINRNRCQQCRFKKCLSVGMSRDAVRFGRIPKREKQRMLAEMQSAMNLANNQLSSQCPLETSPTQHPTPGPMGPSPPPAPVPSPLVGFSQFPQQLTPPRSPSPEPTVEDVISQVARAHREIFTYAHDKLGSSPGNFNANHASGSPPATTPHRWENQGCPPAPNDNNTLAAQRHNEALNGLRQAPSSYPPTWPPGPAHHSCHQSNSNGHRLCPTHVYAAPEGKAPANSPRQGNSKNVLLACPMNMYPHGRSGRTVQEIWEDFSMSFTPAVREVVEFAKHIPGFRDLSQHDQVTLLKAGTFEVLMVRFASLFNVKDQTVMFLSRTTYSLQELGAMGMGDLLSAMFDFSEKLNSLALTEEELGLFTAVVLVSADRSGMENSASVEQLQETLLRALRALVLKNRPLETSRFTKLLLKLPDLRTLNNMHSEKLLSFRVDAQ
DAX1 inh-2 = inhibitors of DAX1 repression of SF-1 activated StAR promoter | HEK293T StAR-luciferase reporter, SF-1/DAX-1 repression relief | inhibition, % at 6.8 µM | actives 1.1% (n = 370,000) | AID 652010;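 active means inhibition above the mean over all tested compounds plus 3 SD, cut at about 3.6% in these data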;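 further: 0% = DAX-1 cells with DMSO and 100% = cells lacking DAX-1 with DMSO; higher inhibition means more luminescence from relief of DAX-1 repression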
ADAM17 inh = inhibits human ADAM17. P78536. recombinant ADAM17, EDANS/DABCYL FRET peptide cleavage. inhibition, % at 6.95 µM. actives 0.83% (n = 370,000). AID 720648;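 active means inhibition above the mean of compounds lying between control limits plus 3 SD, set per campaign, cut at about 8.5% in these data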;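 further: 0% = DMSO-only wells as the low control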
MBD2 DNA inh = MBD2-methylated oligo binding inhibition | Q9UBB5 | TR-FRET, MBD2 binding to methylated oligonucleotide | inhibition, % at 4.4 µM | actives 0.31% (n = 370,000); in the data active means inhibition above about 13%
SMARCA2 activ = activators of SMARCA2 function | AID 652017 | actives 1% (n = 370,000) | MG213 cells, MMTV-luciferase reporter, dexamethasone, overnight | activation, % at 9.1 µM; in the data active means activation above about 7.8%;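 further: 0% = vehicle wells and 100% = reference activator wells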
hgDAF12 agonist = hgDAF-12 agonism, primary luciferase screen. HEK293 GAL4-hgDAF12 UAS-luciferase reporter, agonist luminescence; normalized to butyrate control. activation, % at 6.8 µM. actives 1.8% (n = 370,000);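 active means activation above a cutoff set at the mean of all screened compounds plus 3 SD, cut at about 10% in these data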;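 further: 0% = DMSO wells and 100% = sodium butyrate wells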
PLCg1 inh = blocks human PLC-gamma1 enzyme activity; inhibition, % at 12.2 µM; purified PLC-gamma1, fluorogenic substrate, fluorescence; actives 0.84% (n = 370,000); P19174; AID 720700; in the data active means inhibition above about 9.5%
hcDAF12 agonist = activates DAF-12 receptor from parasite H. contortus. activation, % at 6.8 µM. actives 1.4% (n = 370,000). HEK293 hcDAF-12 lit1-tk-luc reporter, luminescence; 0% DMSO, 100% Δ7-dafachronic acid. AID 652067;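 active means activation above the mean of all tested compounds plus 3 SD, cut at about 5.5% in these data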;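 further: 100% = response to 3 µM Δ7-dafachronic acid high control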
Active calls of the source: *; nt = no result given.

SMILES	ssDAF12 agonist	PLCb3 inh	DAX1 inh-1	NR1D1 modulator	DAX1 inh-2	ADAM17 inh	MBD2 DNA inh	SMARCA2 activ	hgDAF12 agonist	PLCg1 inh	hcDAF12 agonist
O=C(CCCCCNS(=O)(=O)c1ccc(Br)cc1)NCCN1CCOCC1	-1.5	1	2.0	4	-0.1	-1	-5	-1	-1.4	2	-0.7
O=C(CSc1ccsc1[N+](=O)[O-])N1CCN(c2ccccc2)CC1	-1.4	2	0.2	-4	-0.3	5	-1	0	-1.3	1	-0.2
NC(=O)c1ccc[n+](Cc2ccccc2)c1	-1.8	0	1.0	0	-0.5	2	-3	-4	-2.8	3	2.4
CC(C)Cn1c(=O)c2ccccc2n2c(CCC(=O)NCc3ccccn3)nnc12	-0.9	-7	0.9	5	0.1	0	0	4	0.6	-5	2.9
COCCNC(=O)CSc1nc2ccccc2c(=O)n1CCC(=O)N1CCN(c2ccccc2)CC1	-0.8	-3	0.2	-6	-0.2	-3	13	-5	-4.1	1	0.1
CCC(=O)N/C(N)=N/c1nc(C)c2cc(OC)ccc2n1	0.1	-56	2.1	5	3.2	-64	3	18*	9.1	-41	4.2
COc1cccc(NC(=O)Cn2c(=O)oc3ccccc32)c1	-1.4	0	-0.3	-3	-0.3	-2	-1	-3	1.2	2	-1.6
Clc1ccccc1COc1ccc(/C=N/n2cnnc2)cc1	-1.1	4	-0.1	0	-1.1	-1	1	1	-0.8	1	-3.2
COc1ccc(/C(C)=N/NC(=O)c2ccc(N(C)C)cc2)cc1	-1.4	-30	-0.1	-8	-0.4	0	-6	3	5.2	-25	0.8
NC(=O)CSc1nnc(-c2cccc(S(=O)(=O)N3CCCCC3)c2)o1	-1.7	-16	0.1	-4	-0.2	2	-7	1	-0.8	9	0.5
CC1(C)CC(CC(=O)O)(c2ccccc2)CCO1 (stereo not drawn)	-0.9	-3	1.8	-4	0.4	-4	3	-3	-0.4	1	-1.6
CCNC(=O)/C(C#N)=C/c1c(N2CCN(Cc3ccc4c(c3)OCO4)CC2)nc2c(C)cccn2c1=O	-1.9	-88	0.8	2	-1.0	-205	0	-2	-3.2	-74	-2.5
O=C(NCc1ccccc1F)C1CCN(C(=O)Nc2ccc(F)cc2)CC1	-1.2	0	0.5	1	-0.3	0	-3	0	1.4	5	-0.5
O=C(NCc1cccnc1)c1ccc2c(c1)N(Cc1ccccc1)CCS2	-1.0	-440	6.0*	-2	1.4	-345	3	0	-1.0	-296	-2.8
CCO[C@@H]1OC(C(N)=O)=C[C@H](c2ccc(Br)cc2)[C@H]1CCCO	-1.5	3	-0.7	-3	0.3	2	-4	-1	0.3	8	-1.4
Fc1c(F)c(F)c(/C=N/NC(=S)Nc2cccnc2)c(F)c1F	-1.5	0	0.1	1	0.1	0	3	7	2.9	3	-1.2
CC1(C)CC(=O)C=C(Nc2ccccc2F)C1	-1.4	-10	0.6	-6	-0.4	0	-4	0	-1.9	-7	-0.8
COc1ccccc1NC(=O)COc1ccccc1C(=O)Nc1ccccc1	-2.3	4	-0.1	2	-2.5	4	0	-1	5.3	2	-2.3
O=C(O)COc1ccccc1/C=N/NC(=O)Cc1csc(Nc2cccc(C(F)(F)F)c2)n1	0.1	-15	nt	-5	-0.8	-4	2	-2	-0.3	-5	-0.2
COc1ccccc1CNC(=O)C(CCSC)NS(=O)(=O)c1ccc2c(c1)oc(=O)n2C (stereo not drawn)	-1.2	3	1.3	2	-0.6	-2	1	-1	-0.5	-1	-1.3
O=S(=O)(Nc1nc2ccccc2nc1NCC1CCCO1)c1ccc(F)cc1 (stereo not drawn)	-0.8	-83	0.2	-3	0.2	-41	3	8	6.3	-51	-1.9
O=C(CCCN1CCN(c2ccccc2)CC1)c1ccc(F)cc1	-1.6	5	-0.4	10	0.5	6	-5	-6	6.2	8	-0.7
CC(C)c1ccccc1OCC(=O)NCC(c1cccs1)N1CCOCC1 (stereo not drawn)	-1.6	1	-0.7	4	-1.6	1	-6	-2	-5.0	3	-3.1
Cc1cc(C)nc(SCC(=O)c2ccc3c(c2)OCCO3)n1	-1.6	0	-0.4	1	0.4	1	0	-3	-1.0	1	-2.1
O=[N+]([O-])c1cccnc1NCCc1c[nH]c2ccccc12	1.0*	0	3.7	2	0.7	0	-2	8.8*	12*	2	2.9
COC(=O)c1cc(NC(=O)c2cc(C)oc2C)cc(C(=O)OC)c1	-1.3	-4	0.1	3	-0.3	-4	-6	-1	1.4	-5	-0.6
COCCCNC(CC(=O)Nc1cc(C)cc(C)c1)C(=O)O (stereo not drawn)	-1.1	-6	0.7	-6	0.0	-2	1	-2	-1.6	-1	0.6
O=C(NCCCN1CCN(CCCNC(=O)c2cccc(Cl)c2)CC1)c1cccc(Cl)c1	-1.5	7	-2.3	0	0.4	3	5	-3	0.6	6	-0.4
CC(=O)Nc1ccc(S(=O)(=O)NC2CCCCCC2)cc1	-1.0	-8	-0.3	-4	-0.3	-4	-5	-2	-1.7	-1	-1.7
O=C1CC2(CCN(C(=O)COc3ccccc3)CC2)Oc2ccccc21	-0.9	-26	0.2	1	1.1	-33	-1	0	1.8	-25	-1.2
COc1cc(OC)cc(C(=O)NNC(=S)NC2CC2)c1	-1.3	0	-0.4	-2	-0.3	-1	1	-2	3.9	0	-1.8
COc1ccc(CC(NC(C)=O)C(=O)NC2CCN(c3nc(C)cc(C)c3C#N)CC2)c(OC)c1 (stereo not drawn)	-0.8	-12	-0.2	-2	0.1	-18	1	-4	-0.6	-11	0.8
COc1ccc(C(C)=O)cc1CC1(C)C(=O)Nc2ccc(-c3ccccc3OC)cc21 (stereo not drawn)	-1.5	-5	nt	1	-0.9	-1	-5	-1	-2.1	-3	-2.0
COC(=O)C1=C(C)N(Cc2cccc(C(F)(F)F)c2)C(=NCc2ccc(OC)cc2)NC1c1ccccc1C(F)(F)F (stereo not drawn)	-1.0	2	nt	-8	-0.5	3	-1	-4	1.4	2	2.2
CCOP(=O)(c1ccc(N(C)C)cc1)C(O)c1ccccc1 (stereo not drawn)	-1.5	0	1.0	-1	-0.2	0	3	-6	-1.4	1	0.7
Cc1ccc(C)c(NS(=O)(=O)c2cc(C(=O)Nc3ccccc3-c3ccccc3)ccc2Cl)c1	-1.5	-5	0.0	1	0.9	4	-1	-2	-0.6	0	-2.3
Cc1cnc(C(=O)Nc2ccc(-n3cnnn3)cc2)cn1	-0.8	0	1.9	6	-0.6	-2	2	0	0.3	2	-1.5
CCC(C)Sc1nnc(CSc2nc3nc(C)cc(C)n3n2)o1 (stereo not drawn)	-1.1	1	1.3	2	-0.1	-4	-2	0	-0.6	-2	-0.5
CCN(CC)c1ccc(/C=N/NC(=O)Nc2ccccc2)cc1	0.3	-43	1.9	6	1.5	-67	-3	11*	11*	-31	4.2
O=S1(=O)CC(N2CCCCC2)CN1Cc1cn(Cc2ccccc2)nn1 (stereo not drawn)	-1.2	-4	nt	5	1.9	-2	3	-4	1.2	-2	0.0

Some of these compounds in order of formula weight, descending:
SMILES	ssDAF12 agonist	PLCb3 inh	DAX1 inh-1	NR1D1 modulator	DAX1 inh-2	ADAM17 inh	MBD2 DNA inh	SMARCA2 activ	hgDAF12 agonist	PLCg1 inh	hcDAF12 agonist
COC(=O)C1=C(C)N(Cc2cccc(C(F)(F)F)c2)C(=NCc2ccc(OC)cc2)NC1c1ccccc1C(F)(F)F (stereo not drawn)	-1.0	2	nt	-8	-0.5	3	-1	-4	1.4	2	2.2
Cc1ccc(C)c(NS(=O)(=O)c2cc(C(=O)Nc3ccccc3-c3ccccc3)ccc2Cl)c1	-1.5	-5	0.0	1	0.9	4	-1	-2	-0.6	0	-2.3
O=C(NCCCN1CCN(CCCNC(=O)c2cccc(Cl)c2)CC1)c1cccc(Cl)c1	-1.5	7	-2.3	0	0.4	3	5	-3	0.6	6	-0.4

Next part.
SMILES	ssDAF12 agonist	PLCb3 inh	DAX1 inh-1	NR1D1 modulator	DAX1 inh-2	ADAM17 inh	MBD2 DNA inh	SMARCA2 activ	hgDAF12 agonist	PLCg1 inh	hcDAF12 agonist
O=C(NCCC1=CCCCC1)C1CCN(S(=O)(=O)c2ccc(-n3cnnn3)cc2)CC1	-1.2	1	0.7	-1	-0.7	1	0	1	-0.1	0	-0.9
CCOc1ccccc1CNC(CC)CO (stereo not drawn)	-0.8	0	-1.6	-4	0.2	2	3	-3	0.8	1	-0.5
Cc1nc(C(F)(F)F)ccc1C(=O)N1CCCC(C(=O)O)CC1 (stereo not drawn)	-1.6	0	nt	-10	1.8	1	1	-1	-3.4	1	1.1
C=CCn1nnnc1SCC(=O)Nc1ccc(C(=O)OC)cc1	-1.0	-1	0.2	2	-1.5	-2	5	5	-0.4	3	-1.3
CN(CCNC(=O)C1CCN(S(=O)(=O)c2cnc[nH]2)CC1)Cc1ccccc1	-1.1	1	0.3	5	0.6	-4	-5	-3	-0.6	12*	0.8
Cc1cccc(NC(=O)c2cccc(C(=O)Nc3cccc(C)c3)c2)c1	-1.5	-2	-1.1	2	0.2	-1	2	-2	-2.4	3	-3.1
CCCC(=O)NCc1ccncc1	-1.5	0	nt	0	-0.2	1	0	-3	1.5	2	-0.5
CCC(=O)N1CCc2cc(Br)c(S(=O)(=O)CCC(=O)NCCc3ccccc3)cc21	-1.3	3	0.3	-6	0.1	-3	-1	2	2.5	-1	-0.1
O=C1CC[C@@H]2CC(N3CCN(c4ccccc4)CC3)C[C@@H]3CCN1[C@H]23 (stereo partly drawn)	-1.2	4	1.4	0	0.1	-3	-3	0	-0.2	-2	0.6
COC(=O)c1ccc(N2CCCCC2)c(NC(=O)c2ccco2)c1	-1.3	-9	1.1	4	-0.6	3	-1	0	2.1	-4	-2.8
O=C(O)c1sccc1S(=O)(=O)N1CCN(c2ccc(C(F)(F)F)cn2)CC1	-1.4	-8	0.4	5	0.6	-4	0	-1	2.9	-2	0.5
COc1ccc(C(=O)C[n+]2cccc(C)c2C)cc1[N+](=O)[O-]	-0.5	-4	1.3	2	0.8	-4	-1	-2	-0.8	1	-1.0
COc1ccc(C(=O)NC(C(=O)N2CCN(C/C=C/c3ccccc3)CC2)C(C)C)cc1 (stereo not drawn)	-0.6	0	-0.7	-1	0.3	-4	3	-2	-3.0	2	-0.8
Cc1ccc(CC(=O)Nc2cccnc2)cc1	-1.7	-2	0.3	-2	-0.8	-5	1	-1	1.1	7	-0.7
CC(C)(C)c1ccc(C(=O)Oc2ccccc2CCC(=O)O)cc1	-1.4	-7	nt	-8	-0.2	-3	0	5	-1.7	-1	-1.2
CC1=NNC(=O)C1CC(=O)N/N=C(\C)c1cccs1 (stereo not drawn)	-0.9	-36	-0.8	3	-0.5	-4	1	6	-1.8	-35	-0.2
O=C(CN1C(=O)CCS(=O)(=O)c2ccccc21)NCc1ccc(F)cc1	-1.1	2	0.2	-5	-0.5	-3	4	1	2.7	-2	2.5
Cc1ccc(S(=O)(=O)Nc2ccc(Br)cc2/C=N/n2cnnc2)cc1	-0.1	-455	-0.8	-4	-0.2	-2	9	-3	-4.0	-294	0.4
CCCCCN(C(=O)COC(=O)Cc1c(C)nc2ccccc2c1C)c1c(N)n(CCCC)c(=O)[nH]c1=O	-1.3	-3	0.7	2	-1.1	-2	4	-2	-0.6	-38	-0.6
Cc1ccccc1OC1C(=O)N(Cc2ccc3c(c2)OCO3)C1c1sccc1C (stereo not drawn)	-1.6	0	-1.2	2	-0.1	-4	3	-1	4.1	-1	-1.1
